Source: PubChem BioAssay
AmpC no deterg – AmpC beta-lactamase inhibition without detergent | AmpC nitrocefin hydrolysis, absorbance 480 nm, 0.0001% Triton | Potency, µM (series often up to 57.1 µM), for the others: at the top dose activity change, negative = inhibition, actives largely listed as inhibitors | hit rate 0.52% among 330,000;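 further: potency means the concentration at half of the fitted maximal effect; plate controls were no compound for no effect and no enzyme for full effect; nearly all actives have a fitted effect of over 20% in size; some results filed as inactive show a strong effect at the top dose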
Target sequence (P00811 whole entry, looked up): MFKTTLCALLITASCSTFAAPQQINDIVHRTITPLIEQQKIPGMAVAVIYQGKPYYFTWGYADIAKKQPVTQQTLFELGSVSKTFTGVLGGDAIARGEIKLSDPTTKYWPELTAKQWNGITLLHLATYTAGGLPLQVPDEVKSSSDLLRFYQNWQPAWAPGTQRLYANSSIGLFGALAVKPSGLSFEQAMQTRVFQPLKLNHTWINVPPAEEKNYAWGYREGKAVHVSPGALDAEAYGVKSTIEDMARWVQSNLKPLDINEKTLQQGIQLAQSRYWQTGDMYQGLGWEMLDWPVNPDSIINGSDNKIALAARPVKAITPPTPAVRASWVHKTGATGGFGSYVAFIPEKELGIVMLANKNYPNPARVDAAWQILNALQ
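AmpC (5.3 nM in the dispensed reagent) in 20 mM phosphate pH 7.0 with 0.01% (detergent screen) or 0.0001% Triton X-100 was preincubated with compounds for 15 min at room temperature. Nitrocefin was then added from an 800 uM solution, and hydrolysis was followed at 480 nm.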
LmPK inh – blocks Leishmania mexicana pyruvate kinase activity | Q27686 | purified LmPK, Kinase-Glo ATP luminescence, 1 h | Potency, µM (titrated, usually from 57.5 µM), for the others: at the highest dose activity change, negative = inhibition, most hits filed as inhibitors | hit rate 0.37% among 290,000; further: potency means the concentration at half of the fitted maximal effect
Target sequence (Q27686 whole entry, looked up): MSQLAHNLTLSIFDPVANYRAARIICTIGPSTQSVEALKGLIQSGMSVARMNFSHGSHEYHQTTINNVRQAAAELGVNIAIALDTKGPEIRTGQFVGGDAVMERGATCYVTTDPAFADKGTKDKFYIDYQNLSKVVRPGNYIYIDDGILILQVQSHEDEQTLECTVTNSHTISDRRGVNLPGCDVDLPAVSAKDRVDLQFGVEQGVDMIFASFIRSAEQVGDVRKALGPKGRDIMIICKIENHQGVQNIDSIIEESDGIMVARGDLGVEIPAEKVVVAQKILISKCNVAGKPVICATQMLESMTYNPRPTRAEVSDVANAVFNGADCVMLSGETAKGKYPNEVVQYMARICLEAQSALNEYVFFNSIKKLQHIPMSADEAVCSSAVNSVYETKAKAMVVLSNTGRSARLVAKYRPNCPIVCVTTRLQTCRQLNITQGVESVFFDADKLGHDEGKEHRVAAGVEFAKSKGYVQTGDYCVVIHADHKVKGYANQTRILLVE
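0.1 nM LmPK, 0.5 mM PEP, 0.1 mM ADP; 50 mM imidazole pH 7.2, 7 mM MgCl2, 50 mM KCl; 1 h RT. Kinase-Glo luminescence readout, normalized to no-enzyme (full inhibition) and uninhibited wells.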
HCV inhibitor – inhibitors of hepatitis C virus infection; hit rate 3.4% among 340,000; Potency, µM (top dose mostly 41.8 µM), for the others: at the top dose activity change, negative = inhibition, actives largely listed as inhibitors; Huh7.5.1 HCVcc-Cre infection, luciferase reporter, 44 h; further: potency means the concentration at half of the fitted maximal effect
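Luciferase read-out (15 sec integration) after a 15 min room-temperature substrate step quantifies HCVcc-Cre infection. Cells, 1,000 per well, had compound added 4 h post-plating, then virus at ~0.5 moi, and were cultured 44 h.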
AmpC detergent – blocks E. coli AmpC beta-lactamase in detergent assay. P00811. AmpC hydrolysis of nitrocefin, absorbance 480 nm, 0.01% Triton. Potency, µM (highest dose often 114 µM), inactives show top-dose activity change, negative = inhibition, actives largely listed as inhibitors. hit rate 0.041% among 370,000;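 further: potency means the concentration at half of the fitted maximal effect; 0% = no-compound wells and -100% = no-enzyme wells; nearly all actives have a fitted effect of over 25% in size; some results filed as inactive show a strong effect at the top dose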
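20 mM phosphate pH 7.0 + 0.01% (detergent screen) or 0.0001% Triton X-100; 5.3 nM AmpC reagent; cpd preinc 15 min RT; nitrocefin (800 uM stock) to start; A480 q20 s × 4 min; Activity was normalised to no-enzyme and no-compound control wells.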
Tb PYK inh – blocks Trypanosoma brucei pyruvate kinase; hit rate 0.12% among 410,000; Q57TT1; TbPYK enzyme, Kinase-Glo Plus ATP luminescence, 45 min; Potency, µM (series often up to 76.8 µM), without a hit: at the highest dose activity, negative = inhibition, usual class: inhibitors; further: potency means the concentration at half of the fitted maximal effect; nearly all actives have a fitted effect of over 50% in size
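Luminescence from Kinase-Glo Plus, added after a 45-minute room-temperature reaction, served as the end-point read-out. The enzyme and substrate were preincubated with compound before ADP (130 uM final) initiated turnover. Concentration-effect curves came from normalized qHTS data.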
AMA1-RON2 inh – disrupts binding of P. falciparum AMA1 to RON2 | AlphaScreen AMA1-biotinylated RON2 peptide binding | Potency, µM (top dose mostly 58.2 µM), for inactives: top-dose activity change, negative = inhibition, hits mostly inhibitors | hit rate 0.2% among 360,000;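 further: potency means the concentration at half of the fitted maximal effect; 0% = vehicle wells and -100% = peptide control; nearly all actives have a fitted effect of over 45% in size; some results filed as inactive show a strong effect at the top dose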
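AMA1 (3D7) with his tag at 25 nM final met compounds first, then biotinylated RON2 peptide at 25 nM; detection used donor plus acceptor beads, 10 µg/mL apiece, read by AlphaScreen after 30 min at room temperature.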
HCMV inh – human cytomegalovirus inhibition; HFF cells, HCMV-luciferase reporter, 72 h; stronger effect = lower value; activity change, negative = inhibition, % at 57.5 µM; hit rate 4.5% among 410,000; AID 1259415; in the data active means activity change below about -60%; inconclusive means no clear call, values can overlap the other calls; inactive means above about -39%
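Screen run at 2 compound doses on HFFs infected with reporter HCMV, MOI 1 PFU/cell. Luciferase activity from cell lysates at 72 h post infection gave inhibition relative to buffer-only and Salinomycin wells.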
An asterisk follows results filed as active; ? = inconclusive; / = not tested or not shown; [ ] = remark or other dose. Unless noted, the call rests on the fitted dose curve; in most records, active means well fitted curve in the direction sought with a large enough effect; inconclusive means small, poorly fitted or top-dose-only effect, or another doubt; inactive means no such curve, though single readings can be large; an effect the other way counts as inactive or inconclusive. Unless noted, on the % scale 0 is the no-effect control and ±100 the full control effect.

#	Structure	AmpC no deterg	LmPK inh	HCV inhibitor	AmpC detergent	Tb PYK inh	AMA1-RON2 inh	HCMV inh
1	CCC(=O)Nc1ccc(S(=O)(=O)N2CCC(c3nc4ccccc4[nH]3)CC2)cc1	-30.1%	/	13.6%	-13.1%	-1.2%	-1.4%	-0.2
2	CC(=O)N1C(C)(C)CC(=NOS(=O)(=O)c2ccccc2)CC1(C)C	-4.7%	-0.1%	-2.9%	-5.5%	-5.7%	0.0%	-0.4
3	Cc1cc(C)nc(N2CCCC(C(=O)NC3CC3)C2)n1 (stereo not drawn)	-5.9%	-0.4%	-4.0%	1.5%	-6.3%	-3.6%	-16.6
4	CC(COc1ccc(/C=C/c2ccccc2)cc1)[N+](C)(C)C (stereo not drawn)	101.7%[activator]	/	-21.6%	8.5%	-5.1%	-9.6%	-96.5*
5	O=C(C1CCCN1S(=O)(=O)c1cccc2nsnc12)N1CCN(c2ccc(F)cc2)CC1 (stereo not drawn)	70.3%[activator]	0.8%	-3.5%	4.4%	1.6%	7.5%	-65.9*
6	COc1ccc(CC(=O)N2N=C(C)CC2(O)C(F)(F)F)cc1OC (stereo not drawn)	-10.7%	1.3%	1.6%	1.5%	0.2%	62.4%[activator]	?
7	CCCn1nnc(NC(=O)COc2ccc(CC)cc2)n1	-23.7%	-0.3%	1.3%	-0.6%	-9.3%	2.7%	7.5
8	Cn1cc(S(=O)(=O)N2CCc3ccccc32)cc1C(=O)Nc1ccc(Cl)cc1	-31.6%	-4.5%	?	?	0.9%	0.0%	-12.5
9	CCOC(=O)c1c(NC(=O)c2ccccc2)sc2c(O)c(CN(CC)CC)ccc12	-39.7%	-3.3%	?	-11.3%	-13.3%	-0.3%	-2.2
10	Cc1ccc(C(=O)N/C(=C\c2cccc([N+](=O)[O-])c2)C(=O)NC(Cc2ccccc2)C(=O)O)cc1 (stereo not drawn)	-24.7%	-11.6%	12.6%	0.6%	7.0%	-15.4%	13.8

More compounds
#	Structure	AmpC no deterg	LmPK inh	HCV inhibitor	AmpC detergent	Tb PYK inh	AMA1-RON2 inh	HCMV inh
11	CC(=O)Nc1ccc(-c2ccnc3c2CC(C)(C(=O)NC(C)C)O3)cc1 (stereo not drawn)	/	/	/	/	-4.7%	-23.1%	7.3
12	CCCCn1c(N)c(N(CC(C)C)C(=O)Cc2ccc3c(c2)OCCO3)c(=O)[nH]c1=O	-4.3%	/	15.1%	?	-13.5%	-23.2%	27.4
13	S=C(NCc1ccccc1)N/N=C/c1cccs1	-28.8%	0.5%	?	1.7%	1.6%	77.7%[activator]	?
14	Cc1nc(-c2ccc(Cl)cc2)sc1CCNC(=O)C(=O)Nc1ccc2c(c1)OCO2	/	/	/	-2.1%	-4.2%	/	33.1
15	Cc1cccc(C)c1C(O)c1ncc(-c2ccccc2F)[nH]1 (stereo not drawn)	/	/	/	/	-0.8%	-1.7%	-8.9
16	CS(=O)(=O)c1ccccc1C(=O)Nc1ccccc1Cc1ccccc1	-5.1%	-6.1%	?	4.1%	5.3%	3.9%	7.8
17	COc1cccc(OC)c1C(=O)Nc1nc(COc2ccccc2)cs1	6.7%	8.0%	3.8%	-5.7%	5.5%	-3.3%	-31.5
18	COC(=O)c1c(C)[nH]c(C(=O)COC(=O)Cn2cc(C(F)(F)F)ccc2=O)c1C	-1.1%	/	14.5%	?	3.9%	-15.1%	2.6
19	CCCCN(c1ccc(C(=O)OC)cc1)S(=O)(=O)c1ccccc1	3.6%	0.4%	3.6%	-1.2%	1.7%	32.4%[activator]	5.2
20	CN1OC[C@@H]2CN[C@H](c3cccc(-c4ccccc4)c3)C[C@@H]21	/	/	?	/	4.2%	8.0%	-25.8

The list continues:
#	Structure	AmpC no deterg	LmPK inh	HCV inhibitor	AmpC detergent	Tb PYK inh	AMA1-RON2 inh	HCMV inh
21	COc1ccc(-c2nnn(CC(=O)N(CCN3CCOCC3)C(C(=O)NC3CCCCC3)c3ccco3)n2)cc1 (stereo not drawn)	102.8%[activator]	5.1%	-4.1%	3.1%	-11.9%	-1.7%	-9.9
22	CC(C)(C)OC(=O)NCCCC(CCCNC(=O)OC(C)(C)C)C(=O)O	-12.7%	-2.5%	12.9%	-10.3%	-1.5%	8.4%	10.9
23	Nc1nonc1N/N=C\c1ccccc1	-10.7%	2.5%	22.2%	-1.7%	-4.0%	-5.8%	10.6
24	Cc1cn2c(=O)cc(COc3cccc(NC(=O)c4ccc(C(C)(C)C)cc4)c3)nc2s1	/	/	/	13.8%	6.4%	/	-19.7
25	COc1ccc(C(=O)NNC(=O)CSc2nnc3ccccn23)cc1OC	-8.1%	/	-11.4%	/	2.4%	14.7%	6.1
26	O=C(CSc1nc(Cc2ccccc2)nc2ccccc12)Nc1nc2c(s1)CCCC2	-23.4%	2.8%	0.0%	-4.3%	1.8%	-8.8%	6.9
27	CC(C)Cc1cc(C(=O)NCCc2ccccc2)no1	-3.6%	3.3%	-0.4%	8.2%	0.8%	9.1%	99.7
28	COC(=O)C1=C(C)NC(=O)NC1c1ccc(OCC(=O)N2CCCCC2)cc1 (stereo not drawn)	-0.8%	-7.7%	21.6%	-6.3%	5.1%	-3.8%	8.8
29	COC(=O)c1ccc(NC(=O)CCN2CCN(CCC(=O)Nc3ccc(C(=O)OC)cc3)CC2)cc1	-6.4%	-2.0%	?	-11.4%	6.5%	-2.0%	-37.4
30	CN(C)S(=O)(=O)c1ccc(NC(=O)c2ccc(Br)o2)cc1	-15.7%	3.1%	13.7%	-3.7%	0.1%	4.3%	/

Among those listed so far, these contain a tert-butyl group.
#	Structure	AmpC no deterg	LmPK inh	HCV inhibitor	AmpC detergent	Tb PYK inh	AMA1-RON2 inh	HCMV inh
22	CC(C)(C)OC(=O)NCCCC(CCCNC(=O)OC(C)(C)C)C(=O)O	-12.7%	-2.5%	12.9%	-10.3%	-1.5%	8.4%	10.9
24	Cc1cn2c(=O)cc(COc3cccc(NC(=O)c4ccc(C(C)(C)C)cc4)c3)nc2s1	/	/	/	13.8%	6.4%	/	-19.7

(further entries)
#	Structure	AmpC no deterg	LmPK inh	HCV inhibitor	AmpC detergent	Tb PYK inh	AMA1-RON2 inh	HCMV inh
31	O=S(=O)(c1ccccc1)N1CCN2CCCC2C1 (stereo not drawn)	-2.9%	-1.3%	36.6%[activator]	0.8%	-3.8%	0.4%	-4.7
32	Nc1[nH]c(=O)[nH]c(=O)c1N=Nc1ccccc1Cl	-8.5%	2.3%	19.0%	4.3%	0.3%	0.0%	46.0
33	N#CC1=C(N)n2c(s/c(=C\c3ccco3)c2=O)=C(C#N)C1c1ccco1 (stereo not drawn)	-43.9%	6.7%	5.5%	-6.9%	-18.3%	-18.9%	46.4
34	CCc1cccc(C)c1NC(=O)CN1CCN(Cc2ccccc2Cl)S1(=O)=O	/	/	/	6.7%	3.5%[15.4 µM]	/	0.0
35	CCOC(=O)Cc1csc(SCC(=O)NC(C)C23CC4CC(CC(C4)C2)C3)n1 (stereo not drawn)	24.7%	1.0%	9.1%	-6.3%	0.5%	-10.8%	-26.7
36	Cc1cc(C)nc(NC(=O)c2cccc(Br)c2)n1	-14.4%	-5.0%	16.1%	-13.0%	0.0%	13.5%	12.0
37	Cc1nc(C(=O)N(C)C)nn1-c1cc(Cl)cc(Cl)c1	1.2%	0.6%	7.2%	0.7%	11.3%	2.1%	-19.2
38	CCOC(=O)c1cc2n(c1/N=C/N(C)C)-c1ccccc1C2=O	97.8%[activator]	2.4%	?	-0.9%	2.8%	-2.3%	31.1
39	Cc1ccccc1N1CCN(CCCN2C(=O)C3CCCCN3C2=O)CC1 (stereo not drawn)	44.9%	-0.7%	25.4%	1.0%	-23.0%	3.0%	-9.2
40	CC(C)N(Cc1nccn1C)C(=O)c1ccc2oc(Cc3ccccc3)nc2c1	45.6%	-9.1%	3.8%	-5.5%	1.2%	14.1%	-12.7

The listing continues.
#	Structure	AmpC no deterg	LmPK inh	HCV inhibitor	AmpC detergent	Tb PYK inh	AMA1-RON2 inh	HCMV inh
41	O=C(c1ccco1)N1CCN(Cc2nnnn2CCc2ccccc2)CC1	-11.5%	-0.3%	11.9%	4.6%	-3.5%	-11.7%	-12.7
42	O=[N+]([O-])c1ccc(S(=O)(=O)N(CCCN2CCOCC2)Cc2cccs2)cc1	27.7%	-3.4%	13.1%	4.6%	11.7%	-10.9%	13.4
43	N#CC(NC(=O)OCc1ccccc1)c1ccccc1 (stereo not drawn)	-25.9%	/	7.7%	0.0%	2.6%	9.6%	-2.5
44	O=C(N/N=C/c1cccnc1)c1ccc(F)cc1	-9.9%	-10.9%	29.7%	-0.2%	7.6%	-10.1%	-32.4
45	CCC(C)N(C(=O)CN1C(=O)NC2(CCc3ccccc32)C1=O)C1CCS(=O)(=O)C1 (stereo not drawn)	-10.4%	/	-6.1%	4.8%	3.9%	5.5%	-15.6
46	O=C(O)C1CCC(c2ccc(-c3ccccc3)cc2)CC1 (stereo not drawn)	-22.8%	1.4%	25.9%	-8.9%	1.6%	-8.3%	56.2
47	COC(=O)C1=CN(C2CC2)C=C(C(=O)OC)C1c1ccc(C(F)(F)F)cc1	-4.8%	2.1%	-4.3%	4.9%	1.4%	40.8%[activator]	?
48	CCN(CC)S(=O)(=O)c1ccc(NC(=O)C2CCCO2)cc1 (stereo not drawn)	-7.8%	2.0%	18.9%	1.7%	0.9%	28.9%	-15.9
49	COc1ccccc1CCC(=O)OCc1csc(CC(=O)Nc2ccccc2C)n1	-27.1%	0.8%	2.1%	-10.5%	1.3%	2.8%	10.6
50	Cc1cc(C)c(C)c(S(=O)(=O)N2CCN(C(=O)c3ccco3)CC2)c1C	/	/	-5.3%	/	4.2%	-12.4%	-13.4

Carrying on:
#	Structure	AmpC no deterg	LmPK inh	HCV inhibitor	AmpC detergent	Tb PYK inh	AMA1-RON2 inh	HCMV inh
51	CCCC/C=C/C(NC(=O)c1ccc(C(=O)OC)cc1)c1ccccc1 (stereo not drawn)	/	/	9.6%	/	4.9%	6.4%	2.8
52	CC(=O)Nc1cccc(C(=O)/C=C/c2ccc(C)cc2)c1	-5.1%	-0.3%	12.6µM*	3.8%	-8.6%	-0.9%	-21.2
53	CC12CCC(=O)N1C(C(=O)Nc1nc3ccc(Cl)cc3s1)CS2 (stereo not drawn)	24.9%	/	-14.2%	-14.1%	1.3%	-9.0%	-0.1
54	CCCCn1c(N)c(N(CCC(C)C)C(=O)c2ccc(-c3ccc([N+](=O)[O-])cc3)o2)c(=O)[nH]c1=O	-30.4%	/	?	-5.1%	-10.1%	2.4%	-16.7
